TDP1 inh = qHTS Assay for Inhibitors of Tyrosyl-DNA Phosphodiesterase (TDP1) | Tyrosyl-DNA phosphodiesterase 1 (Homo sapiens), Q9NUW8 | Potency, µM (highest dose often 130 µM), inactives show at the highest dose activity change, negative = inhibition, usual class: inhibitors | recombinant TDP1, AlphaScreen DNA substrate cleavage | AID 485290, 2010 | 0.28% of 350,000 active; further: nearly all actives have a fitted effect of over 40% in size
Target sequence (Q9NUW8 whole entry, looked up): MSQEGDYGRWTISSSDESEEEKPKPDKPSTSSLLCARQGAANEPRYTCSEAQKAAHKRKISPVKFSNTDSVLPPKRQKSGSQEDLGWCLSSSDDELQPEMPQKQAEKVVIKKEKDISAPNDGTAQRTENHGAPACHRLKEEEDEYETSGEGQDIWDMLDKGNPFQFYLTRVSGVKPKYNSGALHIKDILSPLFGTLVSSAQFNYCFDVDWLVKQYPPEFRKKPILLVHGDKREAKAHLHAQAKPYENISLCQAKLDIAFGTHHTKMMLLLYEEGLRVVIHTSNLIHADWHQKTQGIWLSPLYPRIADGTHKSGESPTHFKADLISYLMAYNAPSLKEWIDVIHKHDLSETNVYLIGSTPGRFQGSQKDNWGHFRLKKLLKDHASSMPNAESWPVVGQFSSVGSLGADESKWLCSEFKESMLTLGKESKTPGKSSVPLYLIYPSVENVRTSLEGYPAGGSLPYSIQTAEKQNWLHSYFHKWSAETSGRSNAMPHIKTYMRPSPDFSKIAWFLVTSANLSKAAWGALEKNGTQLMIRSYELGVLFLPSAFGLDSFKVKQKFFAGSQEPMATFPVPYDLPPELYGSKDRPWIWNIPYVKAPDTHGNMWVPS
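Recombinant E. coli-expressed Tdp1 (1 nM) preincubated with compound 15 min at RT, then 5'-biotin/3'-phosphotyrosine-FITC DNA substrate (15 nM) added for 5 min. AlphaScreen beads (10 ug/ml) added, 10 min RT; tyrosine-FITC cleavage read as signal loss.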
DT40 TDP1 CPT = qHTS for Inhibitors of human tyrosyl-DNA phosphodiesterase 1 (TDP1): qHTS in cells in presence of CPT | chicken DT40 Tdp1-/-;hTDP1 cells + 20 nM CPT, ATP luminescence, 48 h | Potency, µM (series often up to 46.2 µM), without a hit: at the top dose activity change, negative = growth inhibition, usual class: inhibitors | AID 686979, 2013 | 12% of 420,000 active; further: nearly all actives have a fitted effect of over 55% in size
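Cell growth measured by CellTiter-Glo luminescence after a minimum 48 h, 37 C compound exposure with 20 nM CPT in Tdp1-knockout DT40 cells stably expressing hTDP1, seeded 400/well; qHTS titration format.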
DT40 TDP1 no CPT = qHTS for Inhibitors of human tyrosyl-DNA phosphodiesterase 1 (TDP1): qHTS in cells in absence of CPT | DT40 Tdp1-/- hTDP1 cells, no CPT, ATP luminescence, 48 h | Potency, µM (top dose mostly 46.2 µM), without a hit: at the top dose activity change, negative = growth inhibition, usual class: inhibitors | 15% of 420,000 active | AID 686978, 2013; further: nearly all actives have a fitted effect of over 55% in size
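Chicken DT40 Tdp1-/- cells stably complemented with human TDP1 were seeded at 400 cells/well with DMSO in place of 20 nM camptothecin. After compound pinning, cells grew at least 48 hr at 37 °C; viability read by CellTiter-Glo luminescence.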
An asterisk follows results filed as active; ? = inconclusive; . = not tested or not shown; & = joins results of further samples; [ ] = dose if it differs, or a comment. The call rests on the fitted dose curve; in most records, active means well fitted curve in the direction sought with a large enough effect; inconclusive means small, poorly fitted or top-dose-only effect, or another doubt; inactive means no such curve, though single readings can be large; an effect the other way counts as inactive or inconclusive. On the % scale 0 is the no-effect control and ±100 the full control effect; potency means the concentration at half of the fitted maximal effect.

SMILES	TDP1 inh	DT40 TDP1 CPT	DT40 TDP1 no CPT
Cc1ccccc1Cn1c(C)nc2ccccc21	.	?	5.8µM*
CCN(CC)S(=O)(=O)c1ccc(S(=O)(=O)Nc2ccc3c(c2)oc2ccccc23)cc1	0%	?	?
Cc1ccc(S(=O)(=O)N(C)CC(=O)NCC(c2ccco2)N(C)C)cc1 (stereo not given)	0%	8%	-4%
CCOc1ccc(NC(=O)c2ccc(NS(=O)(=O)c3cccc4cccnc34)cc2)cc1	.	-28%	-28%
O=C(Nc1cccc(-c2cn3cccnc3n2)c1)c1cc(Br)ccc1Cl	1%	-21%	?
Cc1nc([N+](=O)[O-])c(C(=O)OCc2ccccc2C#N)n1C	5%	5%	0%
COC(=O)c1ccccc1NC(=O)C(C)NS(=O)(=O)c1ccc(OC)cc1 (stereo not given)	2%	?	?
CCOC(=O)c1cc(-c2ccccc2)n(CCC(=O)N2CCN(c3ccccc3OC)CC2)c1C	-3%	12µM*	8.2µM*
CCn1c(C)cc2c(c1=O)C(c1ccccc1Br)C(C#N)=C(N)O2 (stereo not given)	5%	4%	-29%
COc1ccc(C2C(C(=O)N3CCN(c4ccccc4F)CC3)c3ccccc3C(=O)N2C)cc1 (stereo not given)	2%	0%	-28%
CCN(Cc1ccncc1)C(=S)Nc1ccc(Cl)cc1	3%	?	-19%
O=C(COC(=O)/C=C/c1ccco1)NCc1ccc(Cl)cc1	-12%	-19%	18%
Cc1nc2c(cnn2-c2ccccc2)c(=O)n1/N=C/c1ccccc1	.	7%	-28%
CCOC(=O)c1cc2c(N)c(C(=O)c3cc(C#N)c(SC)nc3C)sc2nc1C	-5%	13µM*	10µM*
COc1ccc(C(=O)N2CCN(C)C(=O)[C@@H]2C)cc1OC1CCN(C(C)C)CC1	1%	-16%	-8%
COc1ccc(-c2nnc(SCc3nnc(-c4ccc(Cl)cc4)o3)n2-c2ccccc2)cc1	4%	16µM*	16µM*
COc1ccc(CCNc2ncnc3sc(C)cc23)cc1OC	.	0.58µM*	0.26µM*
COc1ncnc(NS(=O)(=O)c2ccc(N)cc2)c1OC	8%	8%&-2%	-3%&6%
CC(Oc1ccccc1)C(=O)N[C@@H]1C(=O)N2C(C(=O)OCC3CCCCC3)C(C)(C)S[C@H]12 (stereo not given in full)	.	-7%	-11%
COc1ccc([N+](=O)[O-])cc1NC(=O)C(C)NNC(=O)c1cccc([N+](=O)[O-])c1 (stereo not given)	2%	-29%	?
COc1ccc(CN2CCCC(c3nc(-c4ccncc4)ncc3-c3ccccc3C)C2)c(OC)c1 (stereo not given)	.	2.6µM*	?
Nc1nc(N)c(N=Nc2ccc(SCC(=O)O)cc2)c(=O)[nH]1	-3%	-5%	-22%
COCC(=O)Nc1cc(Cl)c(OC)cc1OC	-3%	0%	4%
CC(C)(C)OC(=O)N(CCc1ccccc1)Cc1ccc(OCc2cccc(NC(=O)C3CC3)c2)cc1	.	5.8µM*	4.6µM*
COc1ccc(N2CCN(CC(O)COCc3ccccc3)CC2)cc1 (stereo not given)	1%	-6%	7%

Remaining list, next part
SMILES	TDP1 inh	DT40 TDP1 CPT	DT40 TDP1 no CPT
CN(C)CC(O)CN1C(=O)NC(C)(C)C1=O (stereo not given)	-5%	2%	4%
Cc1ccc(S(=O)(=O)Nc2cccc(C(=O)NCc3cccnc3)c2)cc1F	1%	?	4.6µM*
O=C(c1ccncc1)c1ccc(NC(=O)c2cccs2)cc1	5%	2%	-5%
CCN(CC)C(=O)[C@H]1C[C@H](CC(=O)NCc2ccc(OC)c(OC)c2)C(=O)N2CCc3c([nH]c4ccc(Cl)cc34)[C@]12C	2%[56.1 µM]	?	23µM*
COc1cc(=O)n2c(c1C(=O)N(C)Cc1nonc1C)CCN(Cc1ccsc1)CC2	.	7%[9.04 µM]	-9%
COc1ccc(-n2nc(C(=O)NCC(=O)NCc3ccco3)c3ccccc3c2=O)cc1	3%	-13%	-25%
O=C(c1cccc(S(=O)(=O)N2CCCC2)c1)N1CCOCC1	-2%	-7%	16%
Cn1c(C(N)=O)cnc1Sc1ncc(C(F)(F)F)cc1Cl	-4%	-16%	-2%
CC(C)C[C@@H](CO)N1CCN(C)CCC1=O	.	3%&7%	-10%&3%
Cc1nnc(-c2cnn(-c3ccccc3)c2N)n1Cc1ccccc1	5%	-5%	-21%
COC1C(C)=C(C)C(=O)N1Cc1ccc(F)cc1 (stereo not given)	.	?	-25%
Cc1cccc(C(=O)OCC(=O)NC(C)CCc2ccccc2)c1O (stereo not given)	.	11%	-19%
COCCNC(=O)C1CCCN(Cc2ccc(C(C)C)cc2)CC1 (stereo not given)	.	-20%	?
COC(=O)COc1ccc(-c2ccccc2)cc1C=O	-2%	?	23µM*
CCn1c(CNc2ccc(OC)cc2)nnc1SCC(=O)N1CCCc2ccccc21	4%	-20%	-21%
CC1(C)Cc2c(C#N)c(NCCCO)nc(-c3ccccc3)c2CO1	-2%	?	-28%
CC(C)Oc1ccc(OCCn2c(S(=O)(=O)O)nc3c(N)ncnc32)cc1	.	2%	5%
CCOC(=O)c1ccccc1NC(=O)CSc1nc2[nH]ncc2c(=O)[nH]1	.	-27%	-2%
Cc1nc(NC(=O)CSc2nnc(Cn3nnc4ccccc43)n2C)sc1C	?	-7%	?
Nc1nc(NC2CC2)c2ncn([C@@H]3C=C[C@@H](CO)C3)c2n1	.	12µM*	15µM*
COC(=O)N(NC(=O)C(O)(CCC(C)C)CCC(C)C)c1ccccc1	5%	-6%	-1%
CCCCOc1ccc(CSCCNC(=S)Nc2ccccc2)cc1	3%	18µM*	?
Cc1ccc(NC(=O)CCCn2c(=O)c3cccn3c3ccccc32)cc1C	0%	16µM*	12µM*
COc1cccc(CN2CC(C(=O)N(C)Cc3nc4ccc(F)cc4[nH]3)CCC2=O)c1 (stereo not given)	2%	-25%	14%
O=C(COC(=O)CN1C(=O)C2CCCCC2C1=O)Nc1ccc(S(=O)(=O)N2CCOCC2)cc1 (stereo not given)	-1%	-13%	-10%

Laid out differently: results already given
mol | TDP1 inh | DT40 TDP1 CPT | DT40 TDP1 no CPT
CCN(CC)C(=O)[C@H]1C[C@H](CC(=O)NCc2ccc(OC)c(OC)c2)C(=O)N2CCc3c([nH]c4ccc(Cl)cc34)[C@]12C | 2%[56.1 µM] | ? | 23µM*
COc1cc(=O)n2c(c1C(=O)N(C)Cc1nonc1C)CCN(Cc1ccsc1)CC2 | . | 7%[9.04 µM] | -9%
COc1ccc(-n2nc(C(=O)NCC(=O)NCc3ccco3)c3ccccc3c2=O)cc1 | 3% | -13% | -25%
O=C(c1cccc(S(=O)(=O)N2CCCC2)c1)N1CCOCC1 | -2% | -7% | 16%
Cn1c(C(N)=O)cnc1Sc1ncc(C(F)(F)F)cc1Cl | -4% | -16% | -2%
CC(C)C[C@@H](CO)N1CCN(C)CCC1=O | . | 3%&7% | -10%&3%
Cc1nnc(-c2cnn(-c3ccccc3)c2N)n1Cc1ccccc1 | 5% | -5% | -21%
COC1C(C)=C(C)C(=O)N1Cc1ccc(F)cc1 (stereo not given) | . | ? | -25%
Cc1cccc(C(=O)OCC(=O)NC(C)CCc2ccccc2)c1O (stereo not given) | . | 11% | -19%
COCCNC(=O)C1CCCN(Cc2ccc(C(C)C)cc2)CC1 (stereo not given) | . | -20% | ?
COC(=O)COc1ccc(-c2ccccc2)cc1C=O | -2% | ? | 23µM*
CCn1c(CNc2ccc(OC)cc2)nnc1SCC(=O)N1CCCc2ccccc21 | 4% | -20% | -21%

More compounds.
SMILES	TDP1 inh	DT40 TDP1 CPT	DT40 TDP1 no CPT
Cc1cc(C)cc(N2CCn3c2nc2c3c(=O)n(Cc3c(F)cccc3Cl)c(=O)n2C)c1	-4%	14%	4%
CCOC(=O)c1cccc(NC(=O)CCc2nnc3ccc(N4CCN(C)CC4)nn23)c1	1%	5%	9%
Cc1c(Cl)cccc1NC(=O)CCn1cnnn1	3%	-16%	0%
Cc1occc1C(=O)NC1CCCCCC1	0%	2%	-13%
CCOc1ccc(C(CC(=O)O)NC(=O)C2c3ccccc3Oc3ccccc32)cc1 (stereo not given)	0%	-1%	-19%
COc1ccc(S(=O)(=O)N2CCC(NC(=O)N3CCOCC3)CC2)cc1	1%	-1%	-13%
Cc1cc(Cl)ccc1OCC(O)CNCCc1ccc(S(N)(=O)=O)cc1 (stereo not given)	.	?	15µM*
CCCCC(=O)Nc1ccc2c(c1)nc(CCN1CCN(C)CC1)n2C	4%	-20%	?
O=C(c1cccc(F)c1)N1CCC2(CCN(Cc3nccs3)CC2)CC1	.	-1%	-23%
Cc1sc2c(c1C)c(=O)n(CCc1ccccc1)c(=O)n2Cc1ccccc1Cl	0%	-4%	-5%
O=C(CC1SC(N2CCCCC2)=NC1=O)Nc1cccc(C(=O)NCc2ccc(F)cc2)c1 (stereo not given)	0%	-27%	?
CC(C)c1cc(C(=O)N2CCCC(N3CCN(c4ccc(F)cc4)CC3)C2)no1 (stereo not given)	4%	?	?
Cc1noc(C)c1COC(=O)C1CC(O)CN1S(=O)(=O)c1ccc(Cl)cc1 (stereo not given)	1%	-13%	4%
Cc1c(-c2cc(Br)ccc2O)nc2cc3c(cc2c1C)OCO3	.	?	-29%
COc1ccc(C(=O)NCCOc2cccc(Oc3ccccc3)c2)cc1OC	1%	?	12µM*
CCOc1ccccc1NC(=O)c1cc2c(=O)n(Cc3cccnc3)ccc2nc1C	3%	-27%	-22%
O=C(O)c1cccc(N2C(=O)/C(=C/c3ccc(SCc4ccc(Cl)cc4)o3)SC2=S)c1	.	21µM*	?
C=CCn1c(CSc2nnc(-c3ccccc3)n2C)n[nH]c1=S	-3%	16%	0%
O=C(Nc1nc(COc2ccccc2)cs1)C12CC3CC(CC(C3)C1)C2	-4%	22µM*	?
O=C(COc1ccccc1Cl)NCCCN1CCOCC1	6%	-2%	-9%
CC1Cc2ccccc2N1c1ncnc2c1nnn2Cc1ccccc1 (stereo not given)	2%	?	-25%
O=C(Nc1cccc(C(=O)O)c1)Nc1ccc2c(c1)OCO2	2%[56.1 µM]	-14%	-17%
CCC(=O)N1CCC(C)(C(=O)Nc2ccc(OC)c(OC)c2)C1 (stereo not given)	.	-15%	-6%
CC1(C(=O)O)Sc2[nH]c(=O)sc2C2c3ccccc3OC(=O)C21 (stereo not given)	3%	4%	1%
CC(C)(C)c1ccc(Cc2n[nH]c(=S)[nH]c2=O)cc1	.	?	-11%

Continued.
SMILES	TDP1 inh	DT40 TDP1 CPT	DT40 TDP1 no CPT
CC(=O)Nc1cccc(-c2ccnc3c2CC(C)(C(=O)Nc2ccccc2)O3)c1 (stereo not given)	.	-30%	?
COc1ccccc1N(CCC#N)C(=O)CSc1ccc2c(c1)OCCO2	4%	?	?
Cc1ccc(CSCC(=O)N(C)CC(=O)Nc2ccc(C)cc2)cc1	-3%[0.505 µM]	-20%	?
O=C1[C@H]2[C@@H](c3ccc(Cl)cc3)N3C(=O)N(c4cccc(Cl)c4)C(=O)[C@@]3(Cc3ccc(Cl)cc3)[C@H]2C(=O)N1C1CCCCC1	-4%	?	?
O=C(Nc1ccccc1)NN1CC(=O)N(c2ccc(Cl)cc2)CC1=O	.	-3%	-1%
CCn1c(COc2ccc(C)cc2)nc2ccccc21	3%	?	?
CCCCCn1c(C(C)NC(=O)c2ccccc2)nc2ccccc21 (stereo not given)	0%	?	-33%
O=C(Nc1ccc(Cl)cc1N1CCOCC1)C1CCCO1 (stereo not given)	1%	-5%	-1%
CCCn1nc(NC(=O)C2CCCO2)c2cc3cccc(C)c3nc21 (stereo not given)	.	-26%	15µM*
COc1ccc(NC(=O)c2cc3c(C)nn(-c4ccccc4)c3s2)c(OC)c1	.	?	?
O=C(C(Cl)Cl)N1CC2CCC(CC2)C1	.	-14%	-18%
COc1ccc(N2CC(C(=O)N[C@@H](CC(C)C)C(=O)NC3CCCCC3)CC2=O)cc1 (stereo not given in full)	4%	18%	-22%
CN1CCN(C(=O)/C(=C/c2ccc(F)cc2)NC(=O)c2ccccc2)CC1	-13%[0.0935 µM]	6%	-13%
COc1ccc(CN2CCN(C3CCOCC3)CC2CCO)c(C)c1C (stereo not given)	-6%	-7%	-3%
CN1CCN(CCCNC(=O)c2ccc(/C=C3\Sc4ccccc4N(Cc4ccc(F)cc4)C3=O)cc2)CC1	5%	?	16µM*
O=C(NCC1CCCN1S(=O)(=O)c1cccs1)C(=O)Nc1ccccc1F (stereo not given)	.	?	?
O=C(CN1CCN(c2ccccn2)CC1)NC1CCCCC1	5%	-14%	2%
CC(C)NC(=O)C1(C)CN(S(C)(=O)=O)CC(=O)N1Cc1cccc(F)c1 (stereo not given)	.	18%	17%
